CHT inh: inhibitors of human choline transporter CHT; AID 488975; 310,000 tested, 0.86% active; CHT-expressing cells, membrane potential dye, choline response; stronger effect = lower value; B-score at 10 µM; Q9GZV3;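 active means B-score over 3 SD under the library average, and starting fluorescence ratio not unusually high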;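 further: choline stimulus applied at its EC90 after an EC20 pre-addition; B-score computed on integrated fluorescence ratio after choline addition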
KCNQ2 block: KCNQ2 channel blockers in CHO-K1 cells – cell-based, FluxOR thallium flux, B-score, primary screen (AID 2156). 310,000 tested, 1.1% active. B-score at 10 µM. 20 min; stronger effect = lower value. O88943;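 active means fluorescence ratio B-score at most minus 3 library SDs, with starting brightness B-score within 2 library SDs, cut at about -5.5 in these data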
Target sequence (O88943 whole entry, looked up): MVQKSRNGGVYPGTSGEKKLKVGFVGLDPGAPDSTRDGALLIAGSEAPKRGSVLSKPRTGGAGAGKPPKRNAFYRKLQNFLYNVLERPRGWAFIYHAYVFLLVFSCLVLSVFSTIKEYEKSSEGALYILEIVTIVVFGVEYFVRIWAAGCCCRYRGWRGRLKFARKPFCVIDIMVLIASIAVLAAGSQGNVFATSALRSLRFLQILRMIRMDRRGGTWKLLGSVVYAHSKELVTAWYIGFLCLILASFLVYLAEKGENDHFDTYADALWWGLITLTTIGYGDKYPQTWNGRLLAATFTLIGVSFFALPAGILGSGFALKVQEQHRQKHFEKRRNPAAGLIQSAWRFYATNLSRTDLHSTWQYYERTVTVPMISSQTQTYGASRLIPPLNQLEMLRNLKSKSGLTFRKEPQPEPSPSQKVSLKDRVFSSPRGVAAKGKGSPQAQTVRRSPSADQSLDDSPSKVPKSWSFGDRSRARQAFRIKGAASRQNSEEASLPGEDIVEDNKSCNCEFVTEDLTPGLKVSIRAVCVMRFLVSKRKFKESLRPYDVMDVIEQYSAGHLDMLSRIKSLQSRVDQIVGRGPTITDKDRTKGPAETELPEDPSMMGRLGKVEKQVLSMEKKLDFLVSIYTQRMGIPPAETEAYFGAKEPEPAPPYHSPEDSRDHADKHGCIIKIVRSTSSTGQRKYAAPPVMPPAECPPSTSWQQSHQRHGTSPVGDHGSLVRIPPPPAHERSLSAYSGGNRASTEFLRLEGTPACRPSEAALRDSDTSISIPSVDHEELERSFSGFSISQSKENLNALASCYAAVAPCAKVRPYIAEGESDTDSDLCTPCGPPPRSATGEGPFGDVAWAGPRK
Kir21 block: blocks the mouse Kir2.1 inward-rectifier potassium channel; HEK293-Kir2.1, FluxOR thallium flux fluorescence; stronger effect = lower value; B-score at 10 µM; 310,000 tested, 0.85% active;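 active means fluorescence ratio B-score at or below minus 3 SD of library scores, with starting-brightness B-score within 2 SD, cut at about -4.2 in these data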;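 further: channel flux triggered by added potassium and thallium sulfate stimulus; B-score of peak minus minimum fluorescence over baseline after thallium stimulus; more negative B-score means stronger Kir2.1 block with less thallium influx; some compounds called inactive have numbers as strong as hits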
* marks the source's active call; other numbers are inactive results; i = inactive; · = not tested or not shown.

CHT inh,KCNQ2 block,Kir21 block,Structure
i,i,-0.14,COc1ccc(NC(=O)N2C3CCCC2CC(NC(=O)C2CC2)C3)cc1 (stereo not given)
i,i,0.45,CCc1nnc(NC(=O)C(=O)NCCOC(=O)c2ccccc2)s1
i,i,0.81,c1cc2c(cc1-n1cnnn1)OCO2
i,-7.8*,0.9,Cc1c(C)n(C(=O)CN2CCN(c3ccccc3)CC2)c2ccccc12
i,i,-0.13,COc1ccc(C)cc1NC(=O)C(OC(=O)CNC(=O)c1cccc(F)c1)c1ccccc1 (stereo not given)
i,i,-0.79,O=C(Cn1cnc2ccccc2c1=O)Nc1nnc(SCc2ccccc2)s1
i,i,-0.58,COc1cccc(C(=O)NC2CCN(C(=O)N3CCCCC3)CC2)c1
i,i,-0.04,NC1=NC[C@H](Cc2ccc(O)cc2)N1CCc1cccc2ccccc12
i,i,-0.35,COC(=O)c1ccccc1NC(=O)CNCCc1ccc(OC)c(OC)c1
i,i,1.6,CN(CCc1ccccn1)c1ccc([N+](=O)[O-])cn1
i,i,0.08,Cc1ccc(C(=O)Nc2cccc(NC(=O)c3ccc(C)c([N+](=O)[O-])c3)n2)cc1[N+](=O)[O-]
i,i,-2.5,CCC1C(C#N)=C(SC)NC2=C1C(=O)CC(C)(C)C2 (stereo not given)
i,i,0.01,COC1CCN(C(=O)C2CCC(=O)N(C3CCCCCC3)C2)CC1 (stereo not given)
i,i,-0.05,O=C(CN1C(=O)C2C3CC(C(Br)C3Br)C2C1=O)N1CCOCC1 (stereo not given)
i,i,1.5,O=C(NCc1ccccc1)N1CCN(c2ccccc2F)CC1
i,i,0.84,O=C(Cn1nc(CNc2ccc(Cl)cc2)[n+]2c1CCCCC2)c1ccccc1
i,i,-0.02,CCC1C(=O)NCCN1C(=O)c1ccc(OC)c(OC2CCN(C(C)=O)CC2)c1 (stereo not given)
i,i,0.13,COC(=O)C1=C(N)Oc2cc(C)n(Cc3cccnc3)c(=O)c2C1c1cccc(OC)c1OC (stereo not given)
i,i,0.21,Cc1nnc(SCc2ccccc2)[nH]c1=O
i,i,-0.48,CC(C)c1ccc(N(C(=O)CNC(=O)c2ccco2)C(C(=O)NC2CCCC2)c2cccnc2)cc1 (stereo not given)
i,i,-0.5,CCCCn1nnnc1NCc1ccc(C)cc1
i,i,-0.02,COc1ccccc1/C=C/C=N/n1c(-c2ccccc2)n[nH]c1=S
i,i,-2.1,CCn1c(SCC(=O)N2CCCCC2)nnc1-c1ccc(S(=O)(=O)N2CCN(C)CC2)cc1
i,i,-0.99,COc1ccc(N2C3=[N+](CCCC3)CC2(C)O)cc1 (stereo not given)
i,i,-0.23,O=C(c1cccc(S(=O)(=O)N2CCCCC2)c1)N1CCOCC1
i,i,-1.9,CCOc1ccc(OCc2ccc(C(=O)NN)o2)cc1
i,i,2,Cc1ccc(-c2c(C#N)c(N)n(-c3ccccc3)c(=O)c2C#N)cc1
i,i,1.1,CC1=NN(c2ccccc2)C(=O)/C1=C\C=C\c1ccccc1
i,i,-1.5,Cc1ccc(NC(=O)CSc2ccc(-c3ccc(-n4cccn4)cc3)nn2)c(C)c1
i,i,-2.3,C=CCNCC(=O)Nc1ccccc1SCC(=O)Nc1ccsc1C(=O)OC
i,i,1.3,COc1cc(C(c2c(C)[nH][nH]c2=O)c2c(C)[nH][nH]c2=O)cc([N+](=O)[O-])c1O
i,i,0.03,COc1ccccc1Nc1nc(NCCCCO)nc(N2CCCC2)n1
i,i,0.18,CCc1ccc(S(=O)(=O)Nc2ccc(-c3ccc4nncn4n3)cc2)s1
i,i,0.23,COC(=O)c1sc2cc(C(F)(F)F)cnc2c1-c1ccccn1
i,i,1.6,CCOc1cc(/C=N/NC(=O)OC)ccc1OCCSc1ccc(Cl)cc1
i,i,0.71,COc1ccc(N=c2oc3cc(O)ccc3cc2C(=O)Nc2ccccn2)cc1OC
i,i,-1.6,Cc1ccc(C2=N/C(=C\N3CCCCC3)C(=O)O2)cc1
i,i,1.1,COc1ccccc1N(CC(=O)N1CCc2ccccc2C1)S(C)(=O)=O
i,i,0.7,COc1ccc(N(C(=O)COc2ccccc2)C2C=CS(=O)(=O)C2)cc1 (stereo not given)
i,i,1,O=C(Nc1ccc(F)cc1)OCCOc1ccc(Br)cc1
i,i,-1.3,CC(=O)NC(C)c1ccc(Cl)c(Cl)c1 (stereo not given)
i,-6.4*,-1.8,COC(=O)CCC(=O)NC(=S)Nc1ccc(S(=O)(=O)Nc2cc(OC)nc(OC)n2)cc1
i,i,-0.11,CC(C)CCNC(=O)c1cc(-c2ccco2)nc2ccccc12
i,i,-0.06,CCc1nnc(NC(=O)C2CC(=O)N(C3CCCC3)C2)s1 (stereo not given)
i,i,0.93,Cc1cccc(N2C(=O)C(O)=C(C(=O)c3cccs3)C2c2ccccc2)n1 (stereo not given)
i,i,0.77,CC1(C)Cc2c(sc3nc(SCC(=O)NCc4ccco4)n(-c4ccccc4)c(=O)c23)CS1
i,i,0.7,O=C(Nc1ccc(OC(F)F)c(Cl)c1)c1cccc(OC(F)F)c1
i,i,1.1,CC(C)(C)C1CCC(C(=O)NNC(=O)c2ccncc2)CC1 (stereo not given)
i,i,0.57,O=C(c1ccc(F)c(F)c1)N1CCCc2ccccc21
i,i,0.57,COc1cc2ccccc2cc1C(=O)OCC(=O)N1CCOCC1

Going on with the list.
CHT inh,KCNQ2 block,Kir21 block,Structure
i,i,-0.49,CC(OC(=O)c1ccc2ncsc2c1)C(=O)NC1CCCCC1C (stereo not given)
i,i,-0.87,Cc1ccc(CNC(=S)Nc2ccc(C)c([N+](=O)[O-])c2)cc1
i,i,1.1,CC(C)(Oc1ccc(Cl)cc1)C(=O)Nc1ccc(S(=O)(=O)Nc2ncccn2)cc1
i,i,0.31,Cc1c(C(=O)Nc2ccccn2)oc2ccccc12
i,i,-5.6*,COc1ccccc1CNS(=O)(=O)c1cc(C)ccc1OC
i,i,1.9,Cc1ncc(CO)c(/C=N/Nc2cccc(Cl)n2)c1O
i,i,0.99,N#Cc1nc(-c2ccccc2)oc1N1CCCCC1
i,i,-0.06,CC(=O)c1cccc(NC(=O)N2CCC(c3nnc(SCC(N)=O)n3C)CC2)c1
i,i,0.87,CC(C)NC(=O)COC(=O)c1ccc(Cl)c(S(=O)(=O)N2CCCC2)c1
·,i,0.14,COc1ccc(C)cc1-n1c(=O)c2ccccc2c2ccccc2c1=O
i,i,-0.3,Cc1cccc(C)c1NC(=O)c1sccc1SCC#N
i,i,-1.9,CC(C(=O)NC1=NCCS1)(C(F)(F)F)C(F)(F)F
i,i,-0.43,O=C1N(Cc2cccnc2)C[C@@H]2C[C@@H](c3ccc(C(F)(F)F)cc3)N3CCC[C@@]123
i,i,-2.5,O=C1OC(c2ccc(F)cc2)=N/C1=C\C=C/c1ccccc1
i,i,0.64,CN(C(=O)CN1C(=O)S/C(=C\c2ccc(Cl)cc2)C1=O)C1CCS(=O)(=O)C1 (stereo not given)
i,i,-0.41,CCOc1cc(/C=N\NC(=O)OC)ccc1OC(=O)c1ccco1
i,i,-0.09,CCOc1ccccc1N=CC1=C(O)CC(c2ccccc2)CC1=O (stereo not given)
i,i,0.03,COc1ccccc1C(=O)Nc1ccccc1N1CCN(S(C)(=O)=O)CC1
i,i,1.7,Cc1ccc(C(=O)N/N=C\c2ccc(-c3ccc(Cl)c(Cl)c3)o2)cn1
i,i,-0.38,CC(=O)c1ccccc1NC(=O)CSc1nnc(Cc2csc(C)n2)o1
i,i,2.4,CCC(c1nnnn1C(C)(C)C)N1CCN(c2cc(Cl)ccc2C)CC1 (stereo not given)
i,i,1.1,Cn1c(-c2ccccc2Br)n[nH]c1=S
i,i,0.24,Cc1nc(NC(=S)NC(=O)c2cncc(Br)c2)ccc1Br
i,i,2.7,Cc1ccc(S(=O)(=O)N/N=C\c2cc([N+](=O)[O-])ccc2Cl)cc1
i,i,0.44,N=C1C(c2nc3ccccc3c(=O)[nH]2)=C(O)CN1CCO
i,i,0.74,CCCCn1c(=O)[nH]c(=O)c2c1nc(COc1ccc(C#N)cc1)n2CCC
i,i,-0.02,COCCN1CCn2c(nc3cc(NC(=O)Cn4nc(C)c5ccccc5c4=O)ccc32)C1
i,i,0.1,CC1(C)CC(=O)c2sc(NC(=O)CN3CCCCC3)nc2C1
i,i,-0.94,CC(C)(Oc1ccc(Cl)cc1)C(=O)NC1CCCCC1
i,i,-2.7,O=C(/C=C/c1ccc(OC2CSC2)cc1)c1ccc(Cl)cc1
i,i,-0.15,CC1CCC(Nc2nnnn2-c2ccccc2)CC1 (stereo not given)
i,i,0.33,CC(C)(C)C(=O)CNS(=O)(=O)c1ccc(S(=O)(=O)NC2CC2)cc1
i,i,0.49,O=C(NC12CC3CC(CC(C3)C1)C2)C1CC(=O)N(c2ccccc2)C1 (stereo not given)
i,i,-0.07,Cc1nc2nc(SCC(=O)N3CCOCC3)nn2c(C)c1Cc1c(F)cccc1Cl
·,i,-1.6,COc1ccccc1NC(=O)CSc1nnc(C)s1
i,i,-1.1,C=CCOC(=O)C1=C(C)N(C)C(=O)NC1c1cc2c(cc1Br)OCO2 (stereo not given)
-5.6*,i,0.1,COc1cc(CN(C)Cc2cc(=O)n3ccsc3n2)ccc1OC(F)F
i,i,0.15,CCOc1cc(/C=C/c2nc3ccccc3c(=O)[nH]2)ccc1O
i,i,-1.6,COc1ccccc1-c1cn[nH]c1-c1ccc(OCC(=O)NN)cc1O
i,i,-0.03,COc1ccc(-n2c(=S)[nH]c3ccccc3c2=S)cc1
i,i,-0.04,CC(=O)c1cnc(Nc2ccccc2)s1
i,i,0.47,CCCC(=O)Nc1cc(-c2nc3ncccc3o2)ccc1C
i,i,0.17,O=C1c2ccccc2C(Nc2ccc3c(c2)OCCO3)N1Cc1ccc2c(c1)OCO2 (stereo not given)
i,i,-0.53,O=C(Cn1cnc(S(=O)(=O)N2CCCCC2)c1)N1CCN(c2ccc([N+](=O)[O-])cc2)CC1
i,i,0.14,COc1ccc(C(=O)Cn2nnc(-c3ccccc3NC(=O)C(F)(F)F)n2)cc1
i,i,0.83,CCOC(=O)c1cnc2ccc(OC)cc2c1Nc1ccc2c(c1)OCCO2
i,i,0.72,O=C(C[n+]1ccccc1)c1ccc(-c2ccccc2)cc1
i,i,-2.1,CN(C)c1ccc(NC(=O)Nc2ccc3snnc3c2)cc1
i,i,0.05,S=C(NCCCN1CCOCC1)N(Cc1ccccc1)Cc1ccccc1
i,i,-0.79,Cc1ccc(NC(=S)N2CCN(C(=O)C3CCCO3)CC2)cc1 (stereo not given)

An excerpt of these results, with bars between the fields:
canonical_smiles | CHT inh | KCNQ2 block | Kir21 block
COc1cc(CN(C)Cc2cc(=O)n3ccsc3n2)ccc1OC(F)F | -5.6* | i | 0.1
CCOc1cc(/C=C/c2nc3ccccc3c(=O)[nH]2)ccc1O | i | i | 0.15
COc1ccccc1-c1cn[nH]c1-c1ccc(OCC(=O)NN)cc1O | i | i | -1.6
COc1ccc(-n2c(=S)[nH]c3ccccc3c2=S)cc1 | i | i | -0.03
CC(=O)c1cnc(Nc2ccccc2)s1 | i | i | -0.04
CCCC(=O)Nc1cc(-c2nc3ncccc3o2)ccc1C | i | i | 0.47
O=C1c2ccccc2C(Nc2ccc3c(c2)OCCO3)N1Cc1ccc2c(c1)OCO2 (stereo not given) | i | i | 0.17
O=C(Cn1cnc(S(=O)(=O)N2CCCCC2)c1)N1CCN(c2ccc([N+](=O)[O-])cc2)CC1 | i | i | -0.53
COc1ccc(C(=O)Cn2nnc(-c3ccccc3NC(=O)C(F)(F)F)n2)cc1 | i | i | 0.14
CCOC(=O)c1cnc2ccc(OC)cc2c1Nc1ccc2c(c1)OCCO2 | i | i | 0.83
O=C(C[n+]1ccccc1)c1ccc(-c2ccccc2)cc1 | i | i | 0.72
CN(C)c1ccc(NC(=O)Nc2ccc3snnc3c2)cc1 | i | i | -2.1
S=C(NCCCN1CCOCC1)N(Cc1ccccc1)Cc1ccccc1 | i | i | 0.05
Cc1ccc(NC(=S)N2CCN(C(=O)C3CCCO3)CC2)cc1 (stereo not given) | i | i | -0.79

Following part
CHT inh,KCNQ2 block,Kir21 block,Structure
i,i,-0.53,CSC1=N/C(=C\c2ccc(F)cc2)C(=O)S1
i,i,-0.3,CCOC(=O)CSc1nc(COc2ccccc2)nc2ccccc12
i,i,2.9,COc1ccccc1C1Nc2ccccc2NC2=C1C(=O)CC(C)(C)C2 (stereo not given)
i,i,1.3,CC(C)NC(=O)CSc1nnc(-c2ccc(S(=O)(=O)N3CCCC3)cc2)n1CC1CCCO1 (stereo not given)
i,i,0.01,CCOc1cc(NC(=O)c2ccco2)c(OCC)cc1NC(=O)Cc1ccc(OC)c(OC)c1
i,i,1.5,O=C(Cn1c(=O)n(CC(=O)N2CCCCC2)c(=O)c2sccc21)NCc1ccccc1
i,i,-0.07,CCc1noc(C)c1C(=O)Nc1cc(S(=O)(=O)N2CCOCC2)ccc1OC(C)C
i,i,1.6,CCOc1ccc(CN(C)C(=O)Cc2c[nH]c3ccccc23)cc1
i,i,-1.6,CC(C)(C)c1ccc(C2=CSC3=NCCN23)cc1
i,i,1.8,C/C(CCC1CC(C)OC1=O)=N/Nc1nc(-c2ccccc2)cs1 (stereo not given)
i,i,-1.8,O=C(Nc1cccc(NC(=O)c2cccs2)c1)c1ccc2c(c1)OCCO2

Compound activity as filed in PubChem BioAssay.
